Assay outcomes: PubChem BioAssay, National Center for Advancing Translational Sciences (NCATS)
EPAC2 antagonist: EPAC2 (human) antagonism | Q8WZA2 | AID 720708 | Potency, µM (doses to about 114 µM), without a hit: at the highest dose activity, negative = inhibition, usual class: inhibitors | EPAC2 GEF exchange of Rap1B-BODIPY-GDP, fluorescence | 0.18% of 360,000 active; note: % is set by controls: 0 for no effect and ±100 for the full control effect; nearly all actives have a fitted effect of over 45% in size; many of its hits are not listed in these tables
Target sequence (Q8WZA2 whole entry, looked up): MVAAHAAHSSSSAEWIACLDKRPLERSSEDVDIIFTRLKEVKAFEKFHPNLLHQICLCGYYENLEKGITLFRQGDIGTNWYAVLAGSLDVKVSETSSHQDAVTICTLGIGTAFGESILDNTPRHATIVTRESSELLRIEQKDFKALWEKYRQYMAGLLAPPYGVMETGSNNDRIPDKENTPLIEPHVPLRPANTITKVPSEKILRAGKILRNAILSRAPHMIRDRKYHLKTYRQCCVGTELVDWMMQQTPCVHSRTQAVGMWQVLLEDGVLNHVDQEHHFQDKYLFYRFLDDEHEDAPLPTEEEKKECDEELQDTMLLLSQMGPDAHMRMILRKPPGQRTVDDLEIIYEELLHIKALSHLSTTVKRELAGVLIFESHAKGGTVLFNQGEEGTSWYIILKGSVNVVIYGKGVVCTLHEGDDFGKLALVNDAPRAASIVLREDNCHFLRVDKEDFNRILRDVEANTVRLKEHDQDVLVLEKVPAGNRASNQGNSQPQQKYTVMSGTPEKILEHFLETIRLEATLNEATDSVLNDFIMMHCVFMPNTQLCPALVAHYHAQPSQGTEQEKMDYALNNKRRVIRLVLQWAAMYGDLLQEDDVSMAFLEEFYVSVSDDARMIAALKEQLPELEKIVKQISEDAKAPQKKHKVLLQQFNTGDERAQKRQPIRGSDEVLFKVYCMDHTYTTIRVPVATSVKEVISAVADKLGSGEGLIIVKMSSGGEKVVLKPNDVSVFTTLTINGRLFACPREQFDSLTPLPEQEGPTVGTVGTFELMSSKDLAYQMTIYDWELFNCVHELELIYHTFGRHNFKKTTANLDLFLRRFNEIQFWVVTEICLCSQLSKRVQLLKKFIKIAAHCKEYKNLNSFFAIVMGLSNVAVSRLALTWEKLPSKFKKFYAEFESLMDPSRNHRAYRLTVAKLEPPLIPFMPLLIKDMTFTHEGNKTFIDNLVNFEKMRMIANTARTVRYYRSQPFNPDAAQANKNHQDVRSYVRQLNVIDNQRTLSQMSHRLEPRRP
FUS suppressor: suppressors of FUS proteinopathy in yeast; S. cerevisiae FUS-expressing, growth rescue, OD600, 24 h; Potency, µM (titrated, usually from 76.6 µM), inactives show at the highest dose growth rescue (activation), most hits filed as activators; 0.24% of 390,000 active;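 note: plate controls were DMSO vehicle for no effect and reference control for full effect; nearly all actives have a fitted effect of over 55% in size; some results filed as inactive show a strong effect at the top dose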
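Read-out: OD at 600 nm after 24hr at 30C, reporting rescue of FUS-induced yeast toxicity. Cells at OD 0.005 in galactose (2%) minimal medium; compounds tested in a dilution series; CP55940 titration from 92uM final as control.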
PTHR1 ag: PTHR1 (human) receptor agonism; 0.075% of 410,000 active; Potency, µM (top dose mostly 115 µM), for inactives: at the top dose activation, hits mostly activators; Q03431; AID 743266; HEK293 GP2 PTHR1 cells, GloSensor cAMP luminescence, 1 h; note: nearly all actives have a fitted effect of over 55% in size; some results filed as inactive show a strong effect at the top dose; inactives centre near -15; many of its hits are not listed in these tables
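HEK-293-derived GP2 cells expressing PTHR1 and a GloSensor cAMP reporter, 3,000/well, plated overnight, given luciferin plus IBMX (each 0.5 mM as added) for 1 h at 37 °C, then compound for 1 h at 37 °C. Luminescence was read after 15 min at room temperature.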
aSyn rescue: rescues yeast growth from alpha-synuclein toxicity. Yeast expressing alpha-synuclein, growth rescue, BacTiter-Glo, 24 h. Potency, µM (series often up to 46.1 µM), without a hit: top-dose growth rescue (activation), usual class: activators. 0.14% of 370,000 active; note: % of control where 0% means no effect; nearly all actives have a fitted effect of over 65% in size
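Readout is rescue of growth in alpha-synuclein-expressing yeast, so inhibitors of toxicity appear as activators. Growth after 24 hr at 30 deg C in galactose medium is quantified by luminescence.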
EPAC1 agonist: activates human EPAC1 exchange factor. O95398. EPAC1 agonist qHTS, biochemical assay; response scale: 100% = response to 6.5 mM cAMP. Potency, µM (doses to about 154 µM), inactives show top-dose activation, actives largely listed as activators. 0.073% of 360,000 active. AID 720707; note: nearly all actives have a fitted effect of over 60% in size
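Compounds were pinned as a concentration titration into mixtures of EPAC1 (100 nM), BODIPY-GDP-loaded Rap1B (250 nM) and GDP (50 uM). After 5 min at room temperature, fluorescence was followed for 30 min; activity was scaled to 6.5 mM cAMP.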
EPAC2 ag: activates human EPAC2 exchange factor. Q8WZA2. EPAC2 activation, biochemical qHTS; response scale: 100% = 6.5 mM cAMP response. Potency, µM (titrated, usually from 154 µM), inactives show at the highest dose activation, most hits filed as activators. 0.079% of 360,000 active; note: nearly all actives have a fitted effect of over 50% in size
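EPAC2 (100 nM) mixed with Rap1B loaded with BODIPY-GDP (250 nM) plus 50 uM unlabeled GDP; compounds pinned in, 5 min RT, then read every 5 min for 30 min (ex 480, em 540 nm). Normalized to cAMP control.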
TDP-43 yeast inh: TDP-43 toxicity inhibition in yeast | TDP-43 expressing yeast growth rescue, BacTiter-Glo, 24 h | Potency, µM (titrated, usually from 46.1 µM), for inactives: at the top dose growth rescue (activation), most hits filed as activators | 1.8% of 410,000 active | AID 652104; note: % of control where 0% means no effect; nearly all actives have a fitted effect of over 50% in size
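Galactose-induced TDP-43 yeast, OD600=0.02, compound pinned; 24 hr, 30 deg C; BacTiter-Glo luminescence for growth. Inhibitors of TDP-43 toxicity read as activators.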
EPAC1 antag: EPAC1 (human) antagonism. EPAC1 GEF assay, Rap1b-BODIPY-GDP exchange fluorescence. 0.14% of 360,000 active. Potency, µM (series often up to 115 µM), inactives show top-dose activity change, negative = inhibition, usual class: inhibitors. O95398;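 note: plate controls were vehicle for no effect and positive control for full effect; nearly all actives have a fitted effect of over 50% in size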
* = called active by the depositor; i = inactive; ? = inconclusive; nt = no result given; & = joins results of further samples; [ ] = another dose, or the depositor's remark. Calls come from the whole dose curve; as a rule, active = well fitted curve in the direction sought with a large enough effect; inconclusive = small, poorly fitted or top-dose-only effect, or another doubt; inactive = no such curve, though single readings can be large; an effect the other way counts as inactive or inconclusive. Potency is the fitted concentration of half-maximal effect. The list is partial; count on the stated rates, not on these rows.

Key to letters – A = EPAC2 antagonist; B = FUS suppressor; C = PTHR1 ag; D = aSyn rescue; E = EPAC1 agonist; F = EPAC2 ag; G = TDP-43 yeast inh; H = EPAC1 antag
1: Cc1cccc(Cn2cnc3ccccc32)c1
  A: -4%	B: 0%	C: -49%[inhibitor]	D: -1%	E: 5%	F: 7%	G: 0%	H: -14%
2: O=C(Cn1c(SCC(=O)N2CCc3ccccc3C2)nc2ccccc21)NC1CCCC1
  A: -5%	B: 34%	C: i	D: 0%	E: 11%	F: 13%	G: 0%	H: -10%
3: NC(=O)NCC(=O)N1CCC(C(O)(c2ccccc2)c2ccccc2)CC1
  A: 1%	B: 9%	C: i	D: -3%	E: 3%	F: -6%	G: -24%	H: -5%
4: COc1ccc(NC(=O)CCNS(=O)(=O)c2cccc3nsnc23)cc1
  A: 5%	B: 12%&-14%	C: i	D: -1%	E: 1%	F: 2%	G: -18%	H: -6%
5: CCC(=O)OCC(=O)Nc1ncc(C(F)(F)F)cc1Cl
  A: 6%	B: 43%	C: 0%	D: -5%	E: 3%	F: 11%	G: -33%[inhibitor]	H: -1%
6: COc1ccc(NC(=O)C2CCN(c3cc(C)nc(-c4ccccc4)n3)CC2)cc1
  A: 0%	B: 18%	C: -26%	D: -5%	E: -6%	F: -21%	G: -13%	H: -6%
7: O=C(O)c1cccc(S(=O)(=O)NNc2ccccc2C(F)(F)F)c1
  A: 4%	B: 8%	C: -5%	D: -3%	E: 3%	F: 7%	G: 20%	H: 0%
8: CC/C(=N/O)C(=O)c1ccc(Br)cc1
  A: -19%	B: 5%	C: -1%	D: -4%	E: -6%	F: -1%	G: 25%	H: 1%
9: O=C1c2ccc3c4c(ccc(c24)C(=O)N1c1cccc(O)c1)CC3
  A: ?	B: 16%	C: -1%	D: -4%	E: -6%	F: 0%	G: -17%	H: -24%
10: CC(C)NCC(O)COCCOc1ccc(C(C)(C)C)cc1 (configuration not stated)
  A: 7%	B: 1%	C: i	D: 3%	E: -3%	F: -2%	G: 1%	H: 3%
11: CCOc1cc(C2NC(=O)c3ccccc3O2)ccc1OC (configuration not stated)
  A: 10%	B: -3%	C: i	D: 2%	E: 0%	F: 5%	G: 14%	H: -5%
12: CCn1c(CC(=O)Nc2ccccc2C)nnc1SCC(=O)Nc1nncs1
  A: -1%	B: -22%	C: i	D: -2%	E: 0%	F: 5%	G: -8%	H: -6%
13: CS(=O)(=O)c1ccccc1-c1nc(-c2cccc(Cl)c2)no1
  A: -10%	B: 3%	C: -7%	D: 19%	E: 9%	F: 28%	G: 14%[9.22 µM]	H: -17%
14: COc1cccc(-c2nc(CS(=O)(=O)CC(=O)Nc3cccc(C)c3C)c(C)o2)c1
  A: 25%	B: -2%	C: -45%[inhibitor]	D: 4%	E: -8%	F: -4%	G: 12%	H: -12%
15: COC(=O)Nc1nnc(Cc2ccc(OC)cc2)s1
  A: 9%	B: 6%	C: -2%[57.5 µM]	D: -2%	E: 0%	F: -4%	G: -7%	H: 2%
16: COc1ccc(OC)c(NC(=O)C2(C)CCN2C(=O)Cc2ccccc2)c1 (configuration not stated)
  A: 7%	B: -2%	C: -17%	D: 26%	E: -7%	F: 4%	G: 20%	H: 5%
17: Cc1nc(Nc2ccc(S(N)(=O)=O)cc2)oc1C
  A: 9%	B: -18%	C: i	D: 7%	E: 1%	F: 1%	G: 5%	H: 1%
18: COc1cccc(N2CCN(c3ccc4nnc(CCC(=O)N5CCN(C)CC5)n4n3)CC2)c1
  A: 0%	B: 10%	C: i	D: 1%	E: 2%	F: 1%	G: 11%	H: 5%
19: Cc1cc(C)nc(NS(=O)(=O)c2ccc(NC(=O)c3snnc3C)cc2)n1
  A: 5%	B: 23%	C: -11%	D: -7%	E: -13%	F: -3%	G: -12%	H: 22%
20: Cc1c(C(c2ccc(C(=O)O)cc2)c2c(C)n(C)n(-c3ccccc3)c2=O)c(=O)n(-c2ccccc2)n1C
  A: 8%	B: 16%	C: i	D: 5%	E: -5%	F: -2%	G: 1%	H: -6%
21: O=C(Nc1ncc(Cc2ccc(SC(F)F)cc2)s1)c1ccc(OC(F)F)cc1
  A: 0%	B: 15%	C: -13%	D: 8%	E: -1%	F: -1%	G: 2%	H: -6%
22: Cc1ccc(S(=O)(=O)Nc2ccccn2)c(C)c1
  A: 8%	B: -48%	C: -18%	D: -8%	E: 0%	F: 7%	G: -21%	H: -7%
23: Cc1ccc(N2C(=O)NC(NS(=O)(=O)c3ccc(C)cc3)(C(F)(F)F)C2=O)cc1 (configuration not stated)
  A: 5%	B: -1%	C: -15%	D: 1%	E: 3%	F: 4%	G: 22%	H: 4%
24: CCNc1nc(C)cc(COC)c1C#N
  A: 7%	B: -6%	C: -15%	D: -12%	E: 1%	F: 2%	G: -20%	H: 18%
25: COC(=O)c1ccc(C(=O)OC)c(NC(=S)N2CCN(c3cccc(Cl)c3)CC2)c1
  A: 11%	B: nt	C: i	D: 1%	E: 11%	F: 4%	G: 8%	H: -7%

3 entries out of the list above, sorted by the value under EPAC1 antag, ascending:
entry | smiles | EPAC2 antagonist | PTHR1 ag | EPAC1 agonist | EPAC1 antag
9 | O=C1c2ccc3c4c(ccc(c24)C(=O)N1c1cccc(O)c1)CC3 | ? | -1% | -6% | -24%
20 | Cc1c(C(c2ccc(C(=O)O)cc2)c2c(C)n(C)n(-c3ccccc3)c2=O)c(=O)n(-c2ccccc2)n1C | 8% | i | -5% | -6%
18 | COc1cccc(N2CCN(c3ccc4nnc(CCC(=O)N5CCN(C)CC5)n4n3)CC2)c1 | 0% | i | 2% | 5%

Back to the main list with the 2 entries that preceded the break.
Key to letters – A = EPAC2 antagonist; B = FUS suppressor; C = PTHR1 ag; D = aSyn rescue; E = EPAC1 agonist; F = EPAC2 ag; G = TDP-43 yeast inh; H = EPAC1 antag
24: CCNc1nc(C)cc(COC)c1C#N
  A: 7%	B: -6%	C: -15%	D: -12%	E: 1%	F: 2%	G: -20%	H: 18%
25: COC(=O)c1ccc(C(=O)OC)c(NC(=S)N2CCN(c3cccc(Cl)c3)CC2)c1
  A: 11%	B: nt	C: i	D: 1%	E: 11%	F: 4%	G: 8%	H: -7%
26: COc1ccc(C(=O)NC(=S)N2CC(C)OC(C)C2)cc1OC (configuration not stated)
  A: -4%	B: 20%	C: -34%	D: 6%	E: -1%	F: 4%	G: -12%[0.397 µM]	H: -4%
27: C[C@H](NC(=O)C1CCN(S(=O)(=O)c2ccccc2)CC1)C(=O)NCc1cccc(C(F)(F)F)c1
  A: 4%	B: 15%	C: -22%	D: 0%	E: 0%	F: -3%	G: -5%	H: -23%
28: NC(=O)c1coc(-c2ccccc2)n1
  A: 1%	B: -16%	C: -23%	D: 2%	E: -3%	F: -4%	G: 5%	H: -22%
29: CC(=O)/C(N=Nc1ccc2c(c1)OCO2)=C(\C)O
  A: -2%	B: -11%	C: i	D: -5%	E: -1%	F: -2%	G: 2%	H: 1%
30: CC1=C(C(=O)Nc2cccc([N+](=O)[O-])c2)C2(CCC(C)CC2)OC1=O (configuration not stated)
  A: ?	B: 0%	C: -25%	D: -5%	E: -2%	F: 12%	G: -12%	H: -20%
31: COc1ccc(CCNC(=O)CN(Cc2ccc(Cl)cc2)S(C)(=O)=O)cc1
  A: -10%	B: 15%	C: i	D: 3%	E: 4%	F: 8%	G: 2%	H: -3%
32: CC12CN3CCN(CC(C3)/C1=N\N=C1/C3CN4CCN(C3)CC1(C)C4)C2
  A: -2%	B: 6%	C: i	D: 0%	E: 13%	F: 11%	G: 1%	H: -12%
33: O=C1C(=O)N(C2CCCC2)C(=O)N1Cc1c(F)cccc1Cl
  A: 2%	B: -3%	C: i	D: 2%	E: 2%	F: 4%	G: 2%	H: -8%
34: Cc1cccc(C(=O)NNC(=O)c2ccccc2)c1
  A: -3%	B: -12%	C: i	D: 4%	E: 10%	F: -1%	G: 6%	H: 18%
35: CCCNC(=O)CN(c1cccc(F)c1)S(C)(=O)=O
  A: 1%	B: 16%	C: i	D: 1%	E: -4%	F: -5%	G: -26%	H: 14%
36: COC(=O)c1ccc(CSc2nnc(-c3c[nH]c4ccccc34)n2-c2ccccc2)cc1
  A: -3%	B: 35%	C: -22%	D: 1%	E: 13%	F: 4%	G: 2%	H: -8%
37: COC(=O)c1ccccc1NC(=O)C1CCCN(S(C)(=O)=O)C1 (configuration not stated)
  A: 11%	B: 23%	C: -8%[57.5 µM]	D: 2%	E: -6%	F: 2%	G: -16%	H: 13%
38: COCCNc1nc(Oc2ccc(NC(C)=O)cc2)c2sc(-c3ccccc3)cc2n1
  A: -6%	B: 33%	C: -2%	D: 2%	E: 4%	F: -1%	G: ?	H: -6%
39: COc1ccccc1CNC(=O)COc1ccc(S(=O)(=O)N2CCOCC2)cc1C
  A: 2%	B: 27%	C: -3%	D: -4%	E: 6%	F: 9%	G: -11%	H: 5%
40: O=C(O)c1ccc(N/N=C/C=C/c2ccccc2)cc1
  A: -16%	B: -12%	C: -10%	D: -21%	E: -1%	F: 3%	G: 3.5µM*	H: -1%
41: Cc1sc(-n2c(C)cc(/C=C3\SC(=S)NC3=O)c2C)c(C#N)c1C
  A: -3%	B: 16µM*	C: -44%[inhibitor][57.5 µM]	D: 12%	E: 22%	F: 22%	G: -30%[inhibitor]	H: ?
42: CN(C)CCCn1c(N)c(C#N)c2nc(C#N)c(C#N)nc21
  A: 3%	B: 6%	C: i	D: -3%	E: 0%	F: 8%	G: -6%	H: 7%
43: CCOc1ccc(NC2C=CS(=O)(=O)C2)cc1 (configuration not stated)
  A: -1%	B: -3%	C: i	D: 6%	E: 1%	F: 2%	G: 23%	H: -16%
44: Cc1ccc(S(=O)(=O)CCC(=O)Nc2ccc(Br)cc2)cc1
  A: 2%	B: 18%	C: -13%	D: 11%	E: -2%	F: 9%	G: 9%	H: -4%

Compound profiles, as listed above. Screens in order: EPAC2 antagonist, FUS suppressor, PTHR1 ag, aSyn rescue, EPAC1 agonist, EPAC2 ag, TDP-43 yeast inh, EPAC1 antag
COC(=O)c1ccccc1NC(=O)C1CCCN(S(C)(=O)=O)C1 (configuration not stated) as listed: 11%, 23%, -8%[57.5 µM], 2%, -6%, 2%, -16%, 13%
Cc1ccc(S(=O)(=O)CCC(=O)Nc2ccc(Br)cc2)cc1 as listed: 2%, 18%, -13%, 11%, -2%, 9%, 9%, -4%
NC(=O)c1coc(-c2ccccc2)n1 as listed: 1%, -16%, -23%, 2%, -3%, -4%, 5%, -22%
